Lipid storage S3: qHTS Assay for Lipid Storage Modulators in Drosophila S3 Cells; Potency in µM for hits, for the others lipid storage change, negative = inhibition, % at the top dose, mostly 46.1 µM; hit rate 0.64% among 320,000; Drosophila S3 cells, BODIPY lipid droplet fluorescence, 18-24 h; cells fed with added oleic acid; active = well fitted inhibition curve with a large enough effect in the signal ratio, with a control signal flat, not every such curve was filed as active; inconclusive = small, poorly fitted or top-dose-only effect, or effect the other way, or a change in a side signal; the % refers to the signal ratio
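Drosophila S3 cells loaded with oleic acid (400 uM, as added) and compounds at several concentrations; lipid droplets imaged by 488-nm laser-scanning cytometry, 500–530 nm intensity and object ratio to cell channel. Percent activity normalized to 20 uM Triacsin C.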
Lipid storage S3 cell count max: recorded beside Lipid storage S3, whose call it bears; cell number change, %; measured here: cell count max response;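 cells counted by Cell Tracker Red CMTPX staining in the red channel; peak over a dose series mostly up to 46.1 µM; percent activity relative to internal control wells on each plate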
The depositor's hits bear a star; i = inactive; u = inconclusive; x = not tested or not shown; [ ] = remark or other dose. % is scaled to controls: 0 for no effect and ±100 for the full control effect; potency is read from the fitted curve at half-maximal effect. Only part of the results is shown; count on the stated rates, not on these rows.

Compound	Lipid storage S3	Lipid storage S3 cell count max
O=C(NNS(=O)(=O)c1ccc(F)c(Cl)c1)c1cccc(S(=O)(=O)N2CCOCC2)c1	-10%	-13
O=C(NCCCN1CCCC1=O)c1ccc2c(c1)ncn2C1CCCCC1	0%	-5
CS(=O)(=O)N1CCn2c1nc1ccccc12	-19%	-9
Cc1ccc(C(C)(C)C)cc1S(=O)(=O)Nc1ncnc2sccc12	u	x
CCCc1ccc(OCC(=O)Nc2cc(S(=O)(=O)CC)ccc2O)cc1	u	x
N#C/C(=C(/O)COC(=O)CCCNC(=O)c1ccc(Cl)cc1)c1nc2ccccc2[nH]1	u	x
CCc1nnc(N/N=C/c2c(C)[nH]c3ccccc23)n1N	i	-25
Cc1ccc(-n2c(C)cc(C(=O)COC(=O)C3=NNC(=O)CC3)c2C)cc1	i	-28

Compound	Lipid storage S3	Lipid storage S3 cell count max
CSc1ccccc1OCc1cc(C(=O)NCCC2=CCCCC2)no1	6%	-7
C=C(C)C1CC=C(C)/C(=N/NC(=O)c2cccc([N+](=O)[O-])c2)C1 (stereo not given)	u	x
Cc1cccc(N2C(=O)c3cccc4cccc(c34)C2=O)c1	u	x
Cc1ncc([N+](=O)[O-])n1CCOC(=O)Nc1ccc([N+](=O)[O-])cc1	u	x
COCC1CCCCN1C(=O)c1ccc(OC2CCN(Cc3ccccn3)CC2)cc1 (stereo not given)	u	x
Cc1ncc(CO)c2cc(C(N)=O)c(=Nc3ccccc3)oc12	11%	-8
Cc1cc(C)cc(N2CC(C(=O)O)CC2=O)c1 (stereo not given)	13%	-5
CC(=O)Oc1ccc(C(=O)Nc2cc(NC(=O)c3ccc(OC(C)=O)cc3)cc(C(=O)NC(C)(C)C)c2)cc1	u	x

Rewritten with each value named: part of the list above.
Cc1ncc(CO)c2cc(C(N)=O)c(=Nc3ccccc3)oc12
- Lipid storage S3 = 11%
- Lipid storage S3 cell count max = -8
C=C(C)C1CC=C(C)/C(=N/NC(=O)c2cccc([N+](=O)[O-])c2)C1 (stereo not given)
- Lipid storage S3 = u
- Lipid storage S3 cell count max = x

Next results
Compound	Lipid storage S3	Lipid storage S3 cell count max
O=C1CCCC(=O)N1c1ccc(O)cc1	8%	-13
N/C(=N\OC(=O)c1ccc(Br)o1)c1ccccn1	u	x
Cc1ccc(S(=O)(=O)N2CCN(C(=O)N(C)C)CC2)cc1C	i	15
C[C@]12C=CC(=O)C=C1CC[C@H]1[C@@H]3C[C@@H](O)[C@](O)(C(=O)CO)[C@@]3(C)C[C@H](O)[C@@]12F	-1%	-5
O=C(NNC(=O)c1ccccc1F)c1ccc2[nH]c(=O)c(=O)[nH]c2c1	i	4
CSc1ncccc1C(=O)OCC(=O)NC(C)(C)C	5%	-1
Cc1oc2c(CN3CCCCC3)c(O)ccc2c(=O)c1-c1ccc(Cl)cc1	i	3
CN(c1ncnc(N)c1[N+](=O)[O-])C1CCCCC1	u	x

Compound	Lipid storage S3	Lipid storage S3 cell count max
O=C(COc1ccccc1Cl)N(Cc1ccco1)C1CCS(=O)(=O)C1 (stereo not given)	u	x
Cc1ccc(NC(=O)CSc2nnc(NC(=O)C(C)C)s2)c(C)c1	18%	3
O=C(Nc1cccc(NC(=O)c2ccc(Cl)cc2)n1)c1ccc(Cl)cc1	u	x
CCCN(CC(=O)Nc1ccccc1C)C(=O)C1CCN(C(=O)Nc2ccccc2)CC1	u	x
CCOc1ccccc1NC(=O)CCN(c1ccc(C)cc1)S(=O)(=O)c1ccccc1	u	x
COc1ccc(C2CC(O)(c3ccccc3)Oc3cc(OC)ccc32)cc1 (stereo not given)	0%	-2
CCCCc1nc2cc(C(=O)N(C)C(C)c3ccccn3)ccc2o1 (stereo not given)	-12%	-1
Cc1ccc2c(COC(=O)c3ccccc3Cl)cc(=O)oc2c1	1.6µM*	0.4*

Full records from above. Screens in order: Lipid storage S3, Lipid storage S3 cell count max
Entry for Cc1ccc(NC(=O)CSc2nnc(NC(=O)C(C)C)s2)c(C)c1 : 18%, 3
Entry for COc1ccc(C2CC(O)(c3ccccc3)Oc3cc(OC)ccc32)cc1 (stereo not given) : 0%, -2
Entry for O=C(COc1ccccc1Cl)N(Cc1ccco1)C1CCS(=O)(=O)C1 (stereo not given) : u, x
Entry for CCOc1ccccc1NC(=O)CCN(c1ccc(C)cc1)S(=O)(=O)c1ccccc1 : u, x

The list continues.
Compound	Lipid storage S3	Lipid storage S3 cell count max
CCOC(=O)c1cc(-c2ccc(OC(F)F)cc2)nc2c1c(=O)[nH]c(=O)n2C	u	x
COc1ccc(OC)c(N/C=C2/CCCCC2=O)c1	u	x
Cc1ccc(C(=O)Nc2ccncc2)cc1[N+](=O)[O-]	u	x
O=C(N/N=C/c1cc(Br)ccc1OC(=O)c1ccc(Br)cc1)c1ccncc1	u	x
Cc1c(C(=O)Nc2ccccc2)cn2c(nc3ccccc32)c1C#N	u	x
O=C(Nc1ccccc1C(=O)O)c1cc(S(=O)(=O)N2CCOCC2)cs1	i	x
Cc1sc2nc(SCC(=O)NCCO)n(C)c(=O)c2c1C	i	22
CC1CCN(C(=O)C2CCN(S(=O)(=O)c3cnc[nH]3)CC2)CC1	u	x

Compound	Lipid storage S3	Lipid storage S3 cell count max
Cc1ccccc1C(=O)NNC(=O)C1CCN(C(=O)Nc2ccccc2)CC1	u	x
NC(=O)CN1C(=O)C(=O)N(Cc2ccccc2)C1=O	6%	x
CC1CCCN(CCC(=O)Nc2ccc3c(c2)CCC3)C1 (stereo not given)	5%	10
COC(=O)C(NC=O)C(O)(Cc1ccccc1)C(F)(F)F (stereo not given)	-4%	5
O=C(Nc1ccc(F)cc1)C(c1ccccc1)N1CCN(S(=O)(=O)c2ccccc2)CC1 (stereo not given)	-7%	-11
CCCCc1ccc(S(=O)(=O)NNC(=S)NCc2ccco2)cc1	u	x
Nc1ccn(C2CC(O)C(CO)O2)c(=O)n1 (stereo not given)	u	x
CC(C)NC(=O)C1CCCN(S(=O)(=O)c2ccc(-n3cnnn3)cc2)C1 (stereo not given)	u	x

Compound	Lipid storage S3	Lipid storage S3 cell count max
COc1ccc(CN2CCC(Cc3ccccc3)CC2)c(C)c1C	u	x
[N-]=[N+]=NCCN1CCN(Cc2ccccc2)CCC1=O	u	x
CSC1=C(C#N)C(c2ccccc2Cl)C(C(C)=O)=C(C)N1 (stereo not given)	-4%	3
COc1ccc(C2(C(=O)NCc3ccccc3Cl)CCOCC2)cc1OC	1%	-7
Cc1ccccc1-n1c(Cn2c(=O)sc3ccccc32)nnc1SCC(=O)NCC1CCCO1 (stereo not given)	-11%	3
O=C(Nc1ccc2c(c1)OCCO2)c1cc2ccccc2o1	1%	-2
COc1ccc(CNC(=O)CSc2nnc(Cn3nnc4ccccc43)n2C)cc1	4%	-9
CCCCSCCCNC(=O)CS(=O)Cc1nc(-c2cccc(C)c2)oc1C (stereo not given)	u	x

Compound	Lipid storage S3	Lipid storage S3 cell count max
CC(C)N(Cc1nc(-c2ccccc2)no1)C(=O)Cc1ccccc1	-3%[9.22 µM]	1
CC(=O)c1cccc(N2C(=NC(=O)C3CCCCC3)SC3CS(=O)(=O)CC32)c1 (stereo not given)	u	x
O=C(c1ccccc1)N1N=C(c2ccccc2)CC1c1ccccc1O (stereo not given)	u	x
CC(=O)NC(=S)Nc1cccc([N+](=O)[O-])c1	u	x
CCOC(=O)c1cn2nc(Oc3ccc(C(=O)OC)cc3)ccc2n1	8%	11
CC(Oc1ccccc1)C(=O)Nc1cccc(F)c1 (stereo not given)	u	x
O=C(CC1Oc2ccccc2NC1=O)NC1CC1 (stereo not given)	u	x
CC(=O)Nc1ccc(C2NC(=S)N(c3ccccc3C(F)(F)F)C(C)=C2C(=O)N2CCOCC2)cc1 (stereo not given)	u	x

Compound	Lipid storage S3	Lipid storage S3 cell count max
CN1CCN(c2ccc(-c3cccc(NC(=O)COc4ccccc4)c3)nn2)CC1	i	x
CC1(C)NC(C)(C)c2nonc2/C1=N\O	u	x
O=C(NCCc1ccc(C(F)(F)F)cc1)c1ccc(Cl)nc1	u	x
COc1cccc(OCC(=O)O/N=C(\N)c2ccc(OC)c(OC)c2)c1	u	x
O=C(c1ccc(CS(=O)(=O)c2c(Cl)cccc2Cl)o1)N1CCN(c2ccccn2)CC1	u	x
COc1ccc(C)cc1S(=O)(=O)N(C)CC(=O)N1CCC(C(N)=O)CC1	-10%	19
CCOc1ccc(N(CC(=O)Nc2ccccc2C(=O)NC(C)CC)S(C)(=O)=O)cc1 (stereo not given)	-8%	-36
COC(=O)c1ccc(C(=O)OC)c(NC(=S)N2CCN(c3cccc(Cl)c3)CC2)c1	u	x

Compound	Lipid storage S3	Lipid storage S3 cell count max
O=C(Cc1ccccc1)Nc1ccc2c(c1)OC1(CCCC1)O2	-19%	-10
COc1ccc(CCNC(=O)C2CCN(C(=O)c3ccc([N+](=O)[O-])cc3)CC2)cc1	u	x
CCCn1c(SCC(=O)N2CCN(CC)CC2)nc2c1c(=O)n(C)c(=O)n2C	i	-3
O=C(NCC1COCCO1)c1cc(COc2ccc(F)cc2F)on1 (stereo not given)	u	x
COc1ccc(OC)c(/C(O)=C/C(=O)C(=O)Nc2cc(C)cc(C)c2)c1	i	x
COc1ccc2c(C)c(Cl)c(=O)oc2c1	18%	-10
CC(=O)Nc1ccc(NC2=CC(=O)c3ccccc3C2=O)cc1	7%	4
Cn1c(Cn2c(=O)sc3ccccc32)nnc1SCC(=O)NCc1ccccc1	u	x

Compound	Lipid storage S3	Lipid storage S3 cell count max
O=C(NCC1CCCO1)C1CCCN1C(=O)NC1CCCCC1 (stereo not given)	u	x
Cc1cc(C)c2nc(SCCc3ccccc3)nc(C)c2c1	u	x
COc1ccc(N2CCN(C(=O)C3CCCN(S(=O)(=O)c4ccc5c(c4)oc(=O)n5C)C3)CC2)cc1 (stereo not given)	i	x
CCOC(=O)C1CCCN(CCC(=O)Nc2cccc(Cl)c2C)C1 (stereo not given)	u	x
CN(C)CCCn1c(N)c(C#N)c2nc(C#N)c(C#N)nc21	u	x
CC(=O)c1c(C)[nH]c(C(=O)OCCCCN2C(=O)c3ccccc3C2=O)c1C	0.58µM*	-18*
CC(C)(C)N=Cc1c(O)ccc2oc3c(c12)CCCC3	4%	2
CCCNC(=O)c1cccc(S(=O)(=O)N2CC3(C)CC2CC(C)(C)C3)c1 (stereo not given)	u	x

Compound	Lipid storage S3	Lipid storage S3 cell count max
CCc1ccc(C2CC(c3cccc(Cl)c3)n3nc(N)nc3N2)cc1 (stereo not given)	u	x
O=C(CSc1nnc(CNC(=O)c2cccs2)o1)Nc1cccc(Cl)c1	u	x
O=C(NCc1n[nH]c(=S)n1-c1ccc(Cl)c(Cl)c1)c1cccs1	0%	10
CC1SC(C)C(=O)N(CC(=O)Nc2ccc([N+](=O)[O-])cc2)C1=O (stereo not given)	u	x
Cc1onc(-c2ccccc2)c1C(=O)OCC(=O)Nc1cccc(Cl)c1	u	x
COc1ccc(S(=O)(=O)N/N=C\c2ccc(OC)c(COc3ccc(C)cc3[N+](=O)[O-])c2)cc1	-9%	-13
COC(=O)c1ccc(NC(=O)c2ccc(NC(=O)c3ccco3)cc2)cc1	u	x
COc1cccc(-n2ccnc2SCC(=O)Nc2ccccc2)c1	1%	-7

Compound	Lipid storage S3	Lipid storage S3 cell count max
Oc1ccc(Cl)cc1CNc1nccs1	u	x
Cc1cc(C)nc(NS(=O)(=O)c2ccc(NC(=O)C(C)Oc3ccccc3F)cc2)n1 (stereo not given)	u	x
Cc1ccc(NC(=O)CNC(=O)c2cccc(Cl)c2)nc1	u	x
CC(C)(C)NC(=O)C(c1ccncc1)N(C(=O)c1csnn1)c1ccccc1 (stereo not given)	-6%	-1
O=C(CCC(=O)OCc1cccc([N+](=O)[O-])c1)Nc1ccccc1Cl	u	x
O=C(c1cc(-c2ccc(Cl)s2)nc2ccccc12)N1CCOCC1	u	x
O=C(/C=C/c1ccccc1)OCCN1C(=O)c2ccccc2C1=O	23%	16
COc1ccc(CN(C)C(=O)c2cc(S(=O)(=O)Nc3ccccc3F)ccc2C)c(OC)c1	1%	-30

Compound	Lipid storage S3	Lipid storage S3 cell count max
Cc1cc(=O)n(C)c(=O)n1CCCCCOc1cccc([N+](=O)[O-])c1	-4%	14
CCC(C)[C@H](NS(=O)(=O)c1ccc(C)cc1)C(=O)N1CCC(C(=O)N2CCC(C(N)=O)CC2)CC1 (stereo not given in full)	u	x
O=C1[C@@H]2[C@H](Cc3ccc(O)cc3)N[C@]3(C(=O)Nc4ccccc43)[C@@H]2C(=O)N1c1ccc(F)cc1	u	x
O=C(c1ccccc1)C(O)c1ccccc1 (stereo not given)	u	x
Cc1ccc(/C=N/NC(=O)c2c[nH]c3ccccc23)o1	u	x
CN(CC(=O)N1CCN(c2ccccc2)CC1)S(=O)(=O)c1cnc[nH]1	-7%	-13
Nc1ccccc1-c1nnn(CC(=O)Nc2ccc3c(c2)OCCO3)n1	4%	-6
COc1ccccc1/C=C1\SC(=S)N(CC(=O)NC2CCS(=O)(=O)C2)C1=O (stereo not given)	u	x

Compound	Lipid storage S3	Lipid storage S3 cell count max
O=C(NC(=O)c1cccc(F)c1)Nc1nc(-c2ccc(F)cc2)cc(C(F)(F)F)n1	u	x
Fc1ccc(CNC(=S)Nc2ccc(Cl)cc2)cc1	10%	-16
O=C1CC2(CCN(C(=O)c3ccc(F)c(F)c3)CC2)Oc2ccccc21	u	x
CC(=O)c1ccc(Nc2ccc(-c3ccccc3C)nn2)cc1	u	x
CCc1cc(=O)oc2cc(C)cc(OCC(=O)NC(Cc3ccc(Cl)cc3)C(=O)O)c12 (stereo not given)	u	x
